Source: PubChem (National Center for Advancing Translational Sciences (NCATS))
D2 antag: antagonists of human D2 dopamine receptor; P14416; HEK293 TREx D2 cells, calcium flux, dopamine EC80; inhibition, % at 10 µM; 340,000 tested, 2% active; in the data active means inhibition above about 30%; further: 0% is about no effect
Target sequence (P14416 whole entry, looked up): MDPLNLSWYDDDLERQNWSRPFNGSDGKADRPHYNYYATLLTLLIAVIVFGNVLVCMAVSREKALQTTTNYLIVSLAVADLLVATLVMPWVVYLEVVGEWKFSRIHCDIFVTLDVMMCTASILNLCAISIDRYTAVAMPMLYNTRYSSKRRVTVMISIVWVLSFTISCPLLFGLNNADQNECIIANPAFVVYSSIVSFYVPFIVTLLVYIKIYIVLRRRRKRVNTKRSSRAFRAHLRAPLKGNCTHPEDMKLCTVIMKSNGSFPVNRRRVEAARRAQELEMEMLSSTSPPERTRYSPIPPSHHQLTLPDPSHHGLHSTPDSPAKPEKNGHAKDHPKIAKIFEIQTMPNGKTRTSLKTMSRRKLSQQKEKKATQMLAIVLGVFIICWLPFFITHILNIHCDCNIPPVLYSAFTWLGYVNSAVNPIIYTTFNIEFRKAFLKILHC
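Calcium mobilization kinetics were recorded at 1 s intervals in tetracycline-induced HEK293 T-REx D2 cells, first for 180 s after compound addition and then 180 s after EC80 dopamine.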
mIDH1 inhibitor: inhibitors of human mutant IDH1 R132H. 390,000 tested, 0.093% active. Potency, µM (titrated, usually from 76.6 µM), without a hit: top-dose activity change, negative = inhibition, hits mostly inhibitors. AID 602179. IDH1-R132H enzyme, NADPH consumption, diaphorase/resazurin fluorescence; further: potency means the concentration at half of the fitted maximal effect; on the % scale 0 is the no-effect control and ±100 the full control effect; nearly all actives have a fitted effect of over 65% in size
Target sequence (O75874 whole entry R132H, stated change not applied): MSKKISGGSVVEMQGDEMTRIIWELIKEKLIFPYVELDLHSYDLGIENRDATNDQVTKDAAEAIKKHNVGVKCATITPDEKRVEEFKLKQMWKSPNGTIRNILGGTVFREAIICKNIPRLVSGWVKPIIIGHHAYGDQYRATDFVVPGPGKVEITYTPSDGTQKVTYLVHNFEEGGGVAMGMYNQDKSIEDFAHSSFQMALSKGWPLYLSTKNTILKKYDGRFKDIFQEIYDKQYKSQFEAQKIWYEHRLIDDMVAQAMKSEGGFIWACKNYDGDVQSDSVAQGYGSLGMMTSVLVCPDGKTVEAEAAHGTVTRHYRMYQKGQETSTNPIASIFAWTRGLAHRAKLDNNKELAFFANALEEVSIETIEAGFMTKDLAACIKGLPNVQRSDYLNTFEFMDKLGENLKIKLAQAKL
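IDH1-R132H (0.5 ug/mL dispensed) in pH 7.5 Tris buffer was preincubated 30 min with compound, then given a substrate mix of 0.016 mM NADPH and 2 mM alpha-KG for 80 min at room temperature; remaining NADPH was read by diaphorase/resazurin fluorescence.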
USP1-UAF1 inh: inhibitors of human USP1/UAF1 deubiquitinase; O94782; recombinant USP1/UAF1, Ub-Rhodamine cleavage fluorescence; Potency, µM (top dose mostly 57.1 µM), for the others: at the highest dose activity change, negative = inhibition, hits mostly inhibitors; 390,000 tested, 0.23% active; AID 743255; further: potency means the concentration at half of the fitted maximal effect; on the % scale 0 is the no-effect control and ±100 the full control effect; nearly all actives have a fitted effect of over 60% in size; inactives centre near -12
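1 nM enzyme complex + cpd, 15 min RT; start with Ub-Rho 150nM final; kinetic fluorescence ex 480/em 540, 6 reads q60 s. Buffer 50mM HEPES pH 7.8, 0.5mM EDTA, 0.1 mg/ml BSA, 1mM TCEP, 0.01% Tween-20.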
TrxR1 substrate: is turned over as a substrate by rat TrxR1. O89049. purified TrxR1 substrate turnover, NADPH consumption readout. Potency, µM (titrated, usually from 114 µM), inactives show top-dose activity change, negative = substrate turnover. 390,000 tested, 0.01% active; further: potency means the concentration at half of the fitted maximal effect; on the % scale 0 is the no-effect control and ±100 the full control effect; nearly all actives have a fitted effect of over 50% in size
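Rat TrxR1, dispensed at 90 nM, was prereduced with 400 uM NADPH (final) for 5 min at ~22 deg C, then incubated with compound 15 min before 400 uM selenite. A first-read NADPH fluorescence drop versus no-compound background flagged substrates.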
TRHR PAM: allosterically enhances the human TRH receptor | TRHR cells, fluo-8 calcium fluorescence, EC20 TRH enhancement | enhancement, % at 2 µM | 360,000 tested, 0.66% active; in the data active means enhancement above about 30%; further: 0% is about no effect
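TRHR-expressing cells loaded with fluo-8 calcium dye were read kinetically (ex 480/em 530) during compound addition, then stimulated with an EC20 of TRH (10 nM final). Enhancement of the Gq-mediated intracellular calcium response was scored.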
D2 agonist: D2 dopamine receptor (human) agonism; HEK293 T-REx D2 cells, calcium flux agonist mode; activation, % at 2 µM; 340,000 tested, 0.53% active; AID 485358;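 active means activation over 3 SD above normal in the single-dose calcium agonist read, cut at about 30% in these data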; further: 0% is about no effect
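Agonism is scored from calcium flux in a force-coupled, inducible HEK293 cell line expressing D2, read kinetically for 180 s after compound addition against dopamine controls.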
TRHR ag: activates the human TRH receptor; P34981; TRHR cells, calcium flux fluo-8, FDSS agonist mode; activation, % at 2 µM; 360,000 tested, 0.18% active; AID 493084; in the data active means activation above about 30%; further: 0% is about no effect
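Agonist-mode FDSS calcium read (Ex 480/Em 530, 1 s cycles) in 1536-well TRHR cells with fluo-8 dye, after 10-cycle baseline and 23 nL compound addition; TRH at EC20 (10 nM final) added afterwards for the enhancer phase.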
Pin1 inh: blocks the human prolyl isomerase Pin1 | AID 504891 | 390,000 tested, 0.009% active | Pin1 FP peptide displacement, HiFluor488, 10 min | Potency, µM (series often up to 115 µM), for inactives: at the highest dose activity, negative = inhibition, hits mostly inhibitors | Q13526; active means well fitted inhibition curve with a large enough effect in the polarisation, with a control signal flat, not every such curve was filed as active; inconclusive means small, poorly fitted or top-dose-only effect, or effect the other way, or a change in a side signal; inactive means no such curve, though single readings can be large or run the other way; the % refers to the polarisation; further: potency means the concentration at half of the fitted maximal effect; on the % scale 0 is the no-effect control and ±100 the full control effect
rTrxR1 inhibitor: inhibitors of rat thioredoxin reductase 1; recombinant rTrxR1, NADPH fluorescence consumption, selenite substrate; AID 588453; O89049; Potency, µM (top dose mostly 114 µM), inactives show top-dose activity change, negative = inhibition, hits mostly inhibitors; 390,000 tested, 1% active; further: potency means the concentration at half of the fitted maximal effect; on the % scale 0 is the no-effect control and ±100 the full control effect; nearly all actives have a fitted effect of over 65% in size
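Rat TrxR1 (90 nM in the dispensed reagent) was pre-reduced with 400 uM NADPH for 5 min at room temperature, then incubated with compound for 15 min. After 400 uM selenite was added, NADPH fluorescence (Ex 340/Em 450 nm) was followed for 8 min.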
* hit, by the source's call; ? = inconclusive; · = no result given; [ ] = dose if it differs, or a comment. Unless noted, the call rests on the fitted dose curve; in most records, active means well fitted inhibition curve with a large enough effect; inconclusive means small, poorly fitted or top-dose-only effect; inactive means no such curve, though single readings can be large or run the other way. This is a subset, so the mix of outcomes need not match the whole.

SMILES	D2 antag	mIDH1 inhibitor	USP1-UAF1 inh	TrxR1 substrate	TRHR PAM	D2 agonist	TRHR ag	Pin1 inh	rTrxR1 inhibitor
CCCOc1cccc(C(=O)NC(=S)Nc2cccc(C(F)(F)F)c2)c1	-11	1%	-2%	1%	-1	0.8	2.0	4%	4%
Cc1ccc(SCC(=O)c2c(C)[nH]c3ccccc23)cc1	-7	5%	-4%	12%[57.1 µM]	4	0.2	0.7	8%	13%[57.1 µM]
O=C(Nc1cc(Cl)ccc1N1CCOCC1)c1ccc(F)c(S(=O)(=O)N2CCOCC2)c1	-25	1%	-2%	-11%	-2	-0.6	0.1	0%	-11%
Cc1ccc(C(=O)N2CC3(C(C)C)CN(C(=O)c4ccc(C)cc4)CC(C(C)C)(C2)C3=O)cc1	18	-12%	-22%	-4%	1	0.3	-1.1	0%	-3%
CCOC(=O)c1ccc(N/C=C2\CCCCC2=O)cc1	-2	5%	-6%	-10%	3	0.2	-0.7	?	-17%
Cc1ccccc1C=Nc1ccccc1C(N)=O	-9	10%	-17%	138%[activator]	6	0.3	-0.2	-6%	44%[57.1 µM]
O=C(c1cc(Cl)cc(Cl)c1)N1CCOCC1	15	7%	-11%	10%	2	-0.1	-0.1	7%	17%
COc1ccc(C=C2SC(=O)NC2=O)cc1OC	·	1%	-19%	-9%	·	·	·	-1%	-5%
COc1ccc(-n2c(C)nc3cc(C(=O)NCc4ccco4)ccc32)cc1	2	5%	-23%	1%	0	-0.7	-0.1	2%	-6%[57.1 µM]
Cc1ccccc1NC(=O)Nc1ccc2nc(N3CCN(C)CC3)cc(C)c2c1	·	-5%	-16%	4%	-6	-1.5	-0.6	4%	23%
Cn1c(=Nc2ccc(N3CCOCC3)cc2)ccc2ccccc21	18	5%	-6%	-2%	-4	-0.2	-0.2	4%	-4%
Nc1nonc1-c1nc2ccccc2n1CC(=O)N1CCCCC1	-9	0%	6%	0%	-2	-1.1	-0.3	8%	-8%
CC(C)CC1(C(=O)NCc2ccccn2)C=CCN1C(=O)c1ccccc1 (centres undefined)	-11	4%	-30%	6%	-7	-0.9	-0.3	1%	17%
COc1ccc(NS(=O)(=O)c2ccc(C)c(C(=O)N(C)CC(=O)Nc3cccc(OC)c3)c2)cc1	12	-1%	1%	-5%	-2	-0.6	0.5	4%	-5%
COc1cc(=O)n2c(n1)SCCC2	-22	12%	-19%	-6%[57.1 µM]	-1	0.7	0.3	?	9%[57.1 µM]
O=C(Nc1cccc(C(=O)O)c1)/C(=C\c1ccc2c(c1)OCO2)NC(=O)c1ccccc1	-5	0%	-17%	-1%[57.1 µM]	0	-0.2	1.9	-9%	3%[57.1 µM]
O=C(CNc1cccc([N+](=O)[O-])c1)N1CCN(S(=O)(=O)c2ccc(Cl)cc2)CC1	-3	13%	-19%	-7%	-10	-0.1	-0.4	0%	6%
CCc1ccc(CNC(=O)c2ccc(CSc3nc4ccncc4n3Cc3ccc(OC)cc3)cc2)cc1	·	-18%	1%	9%	5	-0.8	-0.4	15%	45%[activator]
O=C(OCc1ccccc1)c1ccc(-c2nnn(Cc3ccccc3F)n2)cc1	·	·	-19%	-3%	4	-0.9	-4.5	3%	26%
O=C(Nc1ccc(-c2nc3cc(NC(=O)c4ccccc4F)ccc3o2)cc1)c1ccccc1F	·	35%[activator]	-13%	14%[57.1 µM]	24	-0.5	0.4	4%	33%[57.1 µM]
Cc1ccc(OCC(=O)N(Cc2ccco2)c2ccccn2)cc1	·	·	-14%	3%	-1	1.1	-0.1	-4%	14%
COc1ccc(C(=O)N=C2SC3CS(=O)(=O)CC3N2c2ccc(N(C)C)cc2)cc1OC (centres undefined)	0	2%	-16%	16%	11	-0.3	0.1	-2%	27%
Cc1ccc2[nH]c(O)c(N=Nc3ccccc3[N+](=O)[O-])c2c1	·	0%	-21%	-4%	·	·	·	-8%	-3%
Cc1ccc(NCC(=O)N2CCN(S(=O)(=O)c3ccccc3)CC2)cc1F	-8	2%	-21%	0%	-6	0.6	0.6	1%	12%
COc1ccc(CC(=O)NNC(=O)c2cccs2)cc1OC	3	-7%	-10%	7%[57.1 µM]	-4	0.0	0.7	-4%	9%[57.1 µM]
O=C(CN1C(=O)CSc2ccc(S(=O)(=O)N3CCCCC3)cc21)NCc1cccnc1	-11	-14%	-7%	3%	-2	0.9	-0.4	-1%	8%
C=CCn1c(SCC(=O)NCc2ccc3c(c2)OCO3)nnc1C1CCCCC1	5	-5%	-12%	-11%	-6	0.4	-0.1	3%	15%[57.1 µM]
COc1ccc(C(C(=O)NC(C)(C)C)N(Cc2cccnc2)C(=O)CCC(=O)Nc2cc(C)on2)cc1 (centres undefined)	7	2%	-16%	-16%[57.1 µM]	0	-0.6	0.8	-1%	9%[57.1 µM]
CCCN(CC1CC1)C(=S)NC(=O)c1ccccc1Br	7	1%	-20%	-1%	-6	0.1	0.1	0%	0%
O=C(CSc1n[nH]c(C2CCCC2)n1)NC1CCCC1	-2	4%	12%	13%[57.1 µM]	0	-0.5	-0.2	-1%	7%
COc1cc(OC)cc(-c2sc3ccc(OC)cc3c2C#CC2(N)CCCCC2)c1	·	-14%	?	35%	·	·	·	8%	12%
CN(C)Cc1n[nH]c(=O)c2ccccc12	4	4%	-13%	2%	17	0.4	-0.1	-4%	31%
COc1ccc(NC(=O)N2CCCC(CNS(=O)(=O)c3cccs3)C2)c(C)c1 (centres undefined)	-2	8%	-16%	-19%[57.1 µM]	-7	-0.6	-2.0	0%	8%[57.1 µM]
Cc1ccc(C(=O)NCc2ccc3c(c2)OCO3)cc1S(=O)(=O)N1CCOCC1	16	-2%	-2%	9%	4	-0.4	0.2	0%	10%
CCn1cc(C(=O)NCc2ccco2)c(=O)c2cc(F)c(N3CCN(C(=O)c4ccco4)CC3)cc21	-3	-9%	-13%	57%[activator]	4	-0.9	-0.1	?	?
CC(=O)N1CCN(c2ccc(NC(=O)COc3ccc(Cl)cc3Cl)cc2)CC1	-15	2%	-17%	2%	-1	0.9	0.0	?	25%
O=S(=O)(c1cc(Cl)ccc1Cl)N1CCc2ccccc21	37*	8%	-25%	-1%	-8	61*	0.6	-8%	11%
CCOC(=O)c1cc([N+](=O)[O-])sc1NC(=O)CC	-11	6%	-4%	-8%	16	0.2	-0.7	-3%	10%[57.1 µM]
COc1cc(C)ccc1OCc1cc(C(=O)N2CCN(C)C[C@@H]2c2ccccc2)no1	-18	5%	-19%	-10%[57.1 µM]	-1	-0.5	-1.7	4%	21%[57.1 µM]
Cc1cc(/C=N/NC(=O)c2cccc(N(C)C)c2)c(C)n1-c1cc(C(=O)O)cc(C(=O)O)c1	3	-10%	3%	-24%[57.1 µM]	6	-0.5	-0.3	·	-20%[57.1 µM]
Cc1c(NC(=O)Cn2nc(C(F)(F)F)c3c2CCCC3)c(=O)n(-c2ccccc2)n1C	14	1%	-5%	3%[57.1 µM]	58*	0.2	0.0	6%	7%[57.1 µM]
NC(=O)[C@H]1CC2(CC(c3cccc(NC(=O)CC(c4ccccc4)c4ccccc4)c3)=NO2)CN1C(=O)c1ccccc1C(=O)c1ccccc1 (some centres undefined)	-19	-8%[38.3 µM]	?	-9%	-7	-0.1	0.9	47%[activator]	8%
CSc1ccccc1NC(=O)c1c(Br)cnn1C	1	5%	-15%	8%[57.1 µM]	4	-1.7	1.6	-2%	7%[57.1 µM]
O=C(Nc1ccc(Cl)c(C(F)(F)F)c1)C(Cc1ccccc1)NS(=O)(=O)c1cccc2nsnc12 (centres undefined)	·	3%	-26%	-4%	-3	0.3	0.2	20%	6%
C/C(=N/O)c1cccc(N2Cc3ccccc3C2)c1	-13	-11%	-20%	3%	-14	0.0	-0.5	10%	-25%
CCOc1ccc(NS(=O)(=O)c2ccc3[nH]c(=O)cc(C(=O)O)c3c2)cc1	·	5%	-18%	-6%	5	·	0.4	-4%	2%
COCCC(=O)N1CCC(Oc2ccc(C(=O)N3CCCC(OC)C3)cc2)CC1 (centres undefined)	-12	13%	0%	7%[57.1 µM]	-1	1.1	0.2	5%	6%[57.1 µM]
